Bioassay records (PubChem)
Vif-APOBEC3G blk – qHTS for Inhibitors of Vif-A3G Interactions: qHTS | HeLa A3G-eYFP + Vif (tagged APOBEC3G with the HIV-1 protein that degrades it), YFP fluorescence, overnight | Potency, µM (titrated, usually from 46.1 µM), for inactives: at the top dose activity, negative = active, hits mostly inhibitors | hit rate 0.076% among 410,000 | DNA dC->dU-editing enzyme APOBEC-3G (Homo sapiens), Q9HC16 | AID 602310, 2012;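 also: % is scaled to controls: 0 for no effect and ±100 for the full control effect; nearly all actives have a fitted effect of over 60% in size; hits raise eYFP signal because A3G escapes Vif-driven loss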
Target sequence (Q9HC16 whole entry, looked up): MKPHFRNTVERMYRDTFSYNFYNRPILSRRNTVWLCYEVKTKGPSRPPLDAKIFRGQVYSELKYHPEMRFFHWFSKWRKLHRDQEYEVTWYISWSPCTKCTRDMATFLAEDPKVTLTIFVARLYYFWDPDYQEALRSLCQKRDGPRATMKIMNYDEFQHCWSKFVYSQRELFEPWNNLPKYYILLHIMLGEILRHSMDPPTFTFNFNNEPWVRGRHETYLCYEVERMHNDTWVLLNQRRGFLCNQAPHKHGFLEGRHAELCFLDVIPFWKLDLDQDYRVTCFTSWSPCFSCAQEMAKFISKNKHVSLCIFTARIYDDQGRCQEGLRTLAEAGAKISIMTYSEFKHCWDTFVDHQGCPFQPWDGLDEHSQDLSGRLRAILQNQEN
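Read-out is eYFP fluorescence (Ex 488/Em 500-530) from Vif-expressing HeLa A3G-eYFP cells; more signal means A3G escaped Vif-mediated degradation. Cells plated overnight, compound pinned in, incubated overnight at 37 deg C.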
GRP78 ERSR act – qHTS for Inducers of the Endoplasmic Reticulum Stress Response (ERSR) in Human Glioma: qHTS; U87-MG GRP78 promoter luciferase reporter, 16 h; hit rate 0.02% among 420,000; AID 602332, 2012; Potency, µM, without a hit: at the top dose activation, usual class: activators; also: series mostly up to about 76 µM; % of control where 0% means no effect; nearly all actives have a fitted effect of over 35% in size
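Stably transfected U87-MG human glioma cells carrying a GRP78-based luminescent sensor were seeded at 1000 cells/well, pin-dosed with compounds and incubated 16 h. Luciferase reagent was then added, and end-point luminescence was read after 10 min at room temperature.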
* = called active by the depositor; ? = inconclusive; & = joins results of further samples. Calls follow the shape of the dose curve; as a rule, active = well fitted curve in the direction sought with a large enough effect; inconclusive = small, poorly fitted or top-dose-only effect, or another doubt; inactive = no such curve, though single readings can be large; an effect the other way counts as inactive or inconclusive. Potency is read from the fitted curve at half-maximal effect. These rows are one share of the data; count on the stated rates, not on these rows.

Structure | Vif-APOBEC3G blk | GRP78 ERSR act
COCCCNc1ccn2nc(-c3ccc(Cl)cc3)cc2n1 | -2.0% | 0.5%
COc1ccc(C(C)(NC(C)=O)c2nc(-c3cccc(F)c3)cs2)cc1 (stereo unspecified) | 0.2% | -1.8%
CCNC(=O)C1(C)CCN(C(=O)c2ccc3c(c2)CCO3)C1 (stereo unspecified) | 2.9% | -1.0%
CCNC(=O)C1CCCN(C(=O)c2ccc(OC)cc2)CC1 (stereo unspecified) | 2.0% | -2.3%
CN1CCN(c2ccc(CNC(=O)C3(C)Cc4c(-c5ccc(C(N)=O)cc5)ccnc4O3)cc2)CC1 (stereo unspecified) | 1.1% | -2.1%
Cc1cnc(CNC(=O)c2ccc3sc([C@H]4C[C@H](O)[C@@H](CO)O4)nc3c2)cn1 | 0.4% | -3.1%
COc1ccc(NC(=O)c2cc(C3CCCCN3C(=O)CCc3ccccc3)on2)c(C)c1 (stereo unspecified) | -1.3% | -0.9%
Cc1cc(NC(=O)CS(=O)(=O)c2cn(Cc3cccc(Br)c3)c3ccccc23)no1 | -7.6% | -3.0%
Cn1c(=O)c2cc(NC(=S)NC3CC3)ccc2n1C/C=C/c1ccccc1 | 0.2% | -0.4%
CCOC(=O)C1(C)CCCCN1C(=O)c1ccco1 (stereo unspecified) | -1.3% | -1.7%
Cc1ccc(F)cc1C(=O)N1CCCCC1c1cc(C(=O)Nc2ccccc2)no1 (stereo unspecified) | -1.7% | -4.5%
COc1ccc(CC(N)c2csc(NC(=O)Nc3ccccc3Cc3ccccc3)n2)cc1 (stereo unspecified) | 3.3% | -11.6%
O=S1(=O)CC(N2CCN(CCO)CC2)CN1C1CCCC1 (stereo unspecified) | -3.6% | 1.2%
COc1cc(-c2cc(NC=O)c3ncc(-c4ccc(F)cc4)n3c2)cc(OC)c1OC | ? | -2.6%
O=C(C[n+]1ccccc1)c1ccc(O)c(O)c1 | 0.9% | 3.7%
COC(=O)c1sccc1-n1cc2c(c1-c1ccccc1)c(=O)n(C)c(=O)n2C | 0.9% | -4.7%
COc1cc(CN2C(=O)C(CCc3ccccc3)ON=C2c2cnccn2)cc(OC)c1 (stereo unspecified) | 1.6% | -1.3%
COCCCNc1ccn2nc(-c3cc(OC)c(OC)c(OC)c3)cc2n1 | -0.8% | 1.8%
O=C(NC(c1ccc(-c2ccccc2)cc1)c1cnccn1)C1CCN(Cc2ccc(Cl)c(Cl)c2)CC1 (stereo unspecified) | -5.1% | -2.6%
CCc1nc2ccc(C(=O)N3CCN(C(=O)c4ccco4)CC3)cn2c1N(C=O)Cc1ccc(OC)cc1 | 0.5% | -5.3%
CC(C)(C)c1ccc(C(=O)N2[C@H](COCc3ccccc3)C=CS2(=O)=O)cc1 | -9.8% | -2.2%
Cc1cn([C@H]2C[C@H](O)[C@@H](/C=C/C(=O)NCC(c3ccccc3)c3ccccc3)O2)c(=O)[nH]c1=O | -0.7% | -2.9%
COc1ccc(-c2ccc(C(=O)NCCN(C)C)c3occc23)c(C)c1 | -0.5% | -3.5%
c1ccc(COc2cccc(-c3cc4nc(NCCc5ccncc5)ccn4n3)c2)cc1 | -8.2% | -4.3%
Fc1ccc(CNc2ncnc3nc[nH]c23)cc1 | -3.3%&-2.6% | -3.6%&-2.3%
Cc1cc(C)c2c(CN3CCN(c4ccccc4)CC3)cc(=O)oc2c1 | -0.2% | -4.0%
COCCN(Cc1ccc(C)cc1)C(=O)[C@H]1O[C@@H](n2cnc3c(N)ncnc32)[C@H](O)[C@@H]1O | -7.7% | -2.8%
COc1ccc(-c2cc(CNc3nc4cc(-c5ccccc5C)sc4c(=O)n3C)on2)cc1 | 1.7% | -2.5%
O=C(Nc1ccc(OC(F)F)cc1)c1nc(SCc2ccccc2F)ncc1Cl | 1.3% | -2.5%
CC(C)(C)OC(=O)NC(Cc1ccccc1)C(O)c1ccco1 (stereo unspecified) | 2.4% | -2.0%
O=C(CC[C@H]1O[C@@H](n2cnc3c(NC(=O)c4ccccc4)ncnc32)[C@H](O)[C@@H]1O)NCc1ccccn1 | 0.3% | -4.0%
O=C(NC1CCCCCC1)C1CCC(CNS(=O)(=O)c2cccc3cccnc23)CC1 (stereo unspecified) | 0.4% | -3.6%
CCc1nc2c(OCc3ccc(Cl)cc3)cccn2c1N(C=O)Cc1ccc(OC)cc1 | -4.7% | -2.3%
O=C(O)c1cc(Cl)n[nH]c1=O | -2.3% | -0.7%
COC(=O)C1=C[C@@H](C(=O)OC)[C@@H]2C3=C(C(=O)[C@]2(C)NC(=O)c2ccccc2)[C@H](C)[C@@H]2C(=O)NC(=O)[C@@H]2[C@@H]3C1 | 2.4% | -5.4%
O=C(/C=C/[C@H]1O[C@@H](n2cnc3c(NC(=O)c4ccccc4)ncnc32)[C@H](O)[C@@H]1O)N[C@@H](CO)Cc1c[nH]c2ccccc12 | -2.8% | -4.8%
Cc1ccc(S(=O)(=O)NC(=O)C2(C)CCN2C(=O)c2cccc(F)c2)nc1 (stereo unspecified) | -2.9% | -1.5%
CC(O)(c1cccc(F)c1)c1nc(-c2cc3ccccc3o2)cs1 (stereo unspecified) | -3.6% | -6.3%
CC(C)n1c(=O)c2ccccc2n1Cc1cn(Cc2ccccc2)nn1 | 0.0% | 0.5%
O=C(NCc1ccc(F)cc1)c1cc(C2CCCCN2C(=O)c2cccs2)on1 (stereo unspecified) | 1.8% | -3.2%
O=C(Nc1ccc(Cl)cc1)c1cnn2c1NC(=C1CC1)C=C2C(F)F | -1.0% | -4.1%
CCCC(=O)N1CCC1(C)C(=O)Nc1ccc(OC(F)F)cc1 (stereo unspecified) | -0.5% | -2.2%
CC(=O)c1cccc(-c2ccnc3c2CC(C(=O)Nc2ccccc2)O3)c1 (stereo unspecified) | -11.8% | -2.5%
Cc1ccccc1-c1cc2nc(NCc3ccccc3)n(C)c(=O)c2s1 | -7.8% | 5.2%
CCCCNS(=O)(=O)c1cccc(NC(=O)[C@@H]2O[C@H](CO)[C@@H](O)[C@H]2O)c1 | 0.1% | -1.2%
O=C(NCCc1ccccc1)C1Cc2c(-c3ccc(Cl)cc3)ccnc2O1 (stereo unspecified) | -17.2% | -2.3%
CC1(C(=O)NCCc2c[nH]c3ccccc23)CCN1CC1CCCCC1 (stereo unspecified) | -2.5% | -0.5%
COc1ccc(OC)c(S(=O)(=O)NC(=O)C2(C)CCN2C(=O)Cc2ccc(Cl)cc2Cl)c1 (stereo unspecified) | -1.5% | -6.2%
COc1ccc(-n2nnnc2C(CCc2ccccc2)N2CCN(C/C=C/c3ccccc3)CC2)cc1 (stereo unspecified) | 1.0% | -3.9%
OCc1ccccc1-c1cnc2cccnn12 | -2.7% | -3.1%
Cc1ccc2cc(NC(=O)C3(C)CCN3C(C)C)ccc2n1 (stereo unspecified) | -1.5% | -2.2%
CC(C)c1cccc(-c2csc(C(O)c3ccc(F)c(F)c3)n2)c1 (stereo unspecified) | -15.1% | -5.4%
CCOC(=O)C1(C)CCCN1C(=O)c1sccc1C (stereo unspecified) | -3.6% | -3.2%
Cc1cc2nc(C(C)(C)C)c(Cc3ccccc3)n2c(C)c1Br | -4.0% | -3.2%
Cc1ccsc1-c1cc2nc(NCCOc3ccccc3Cl)n(C)c(=O)c2s1 | -14.4% | 2.8%
CCc1ccc(C(=O)C[N+]2(C)CCOCC2)cc1 | 3.3% | -2.0%
CCOc1ccc(Cl)cc1-c1cc(C(=O)NCC2CCCCC2)[nH]n1 | -7.0% | -3.0%
COc1cc(NC(=O)Nc2nnc([C@H]3C[C@H](O)[C@@H](CO)O3)s2)cc(OC)c1OC | -1.6% | -1.3%
COc1ccc(-c2coc3c(C(=O)NCc4ccccc4)cccc23)c(C)c1 | 2.8% | -2.5%
O=S(=O)(NN=Cc1cccc(Cl)c1)c1ccccc1 | -1.8% | 0.5%

Following part:
SMILES | Vif-APOBEC3G blk | GRP78 ERSR act
O=C(Nc1ccccc1)c1cc(C2CCCN(C(=O)c3ccccc3)C2)on1 (stereo unspecified) | 1.7% | 0.5%
Cc1cccc(-c2cccc3nccn23)c1 | 2.0% | -0.1%
CCCS(=O)(=O)NC(=O)C1(C)CCN(C(=O)c2ccc(OC(F)F)cc2)C1 (stereo unspecified) | -3.5% | -2.5%
CN(C)CCNc1nc(Oc2ccccc2)c2sccc2n1 | -1.0% | 0.9%
CC(=O)Nc1cccc(NC(=O)c2ccccc2Cl)c1 | 1.5% | -4.0%
O=C(NCc1cccnc1)c1cc(C2CCCCN2S(=O)(=O)Cc2ccccc2)on1 (stereo unspecified) | 1.8% | -3.0%
Cc1cc(Cl)ccc1-c1nc(NC(C)C)nc2ccsc12 | -3.6% | -3.9%
CCC(=O)N1CCCC1(C)C(=O)Nc1ccc(C)c(C)c1 (stereo unspecified) | 0.3% | -3.7%
O=C(C[n+]1cccc2cc(Cl)ccc21)c1ccc(I)cc1 | ? | -2.7%
CC(C)C[C@H]1CNC(=O)C(=O)N1CC1CCN(CCc2ccccc2)CC1 | -1.9% | -2.7%
O=C(NCc1cccc(Cl)c1)c1cccc2c(-c3cccnc3)coc12 | -13.0% | -0.5%
CC(C)(C(=O)N1CCC1(C)C(=O)NS(=O)(=O)c1ccc(C#N)cc1)c1ccccc1 (stereo unspecified) | -1.4% | 0.6%
CCCc1nc2ccc(Cl)cn2c1Cc1ccsc1 | 0.3% | 3.9%
C=Cc1ccc(N=Cc2ccc(N(C)C)cc2)cc1 | -1.3% | -0.7%
COc1ccc(C2C=C3CNS(=O)(=O)C3CC2OC(=O)c2ccc(Cl)cc2)cc1 (stereo unspecified) | 2.1% | -12.8%
CC1(C(=O)Nc2cccc3cccnc23)CCN1Cc1ccc(-c2ccccc2)o1 (stereo unspecified) | -9.8% | 2.0%
CN(C)C(=O)c1cc2c(c(-c3cccc(C4=CCCCC4)c3)n1)[C@@H](CCO)N(S(=O)C(C)(C)C)C2 (stereo partly specified) | -8.7% | -4.4%
CC(=O)NC(c1ccc(F)c(F)c1)c1nc(-c2ccc(C)c(C)c2)cs1 (stereo unspecified) | -1.9% | -2.9%
Fc1ccc(-c2nc3c4ccccc4ccn3c2Cc2ccccc2C(F)(F)F)cc1 | -5.2% | 4.2%
CCCS(=O)(=O)NC(=O)C1(C)CCN(C(=O)COc2ccccc2)C1 (stereo unspecified) | 1.1% | -3.3%
NC(Cc1ccc(Cl)cc1)c1csc(NC(=O)Nc2ccccc2)n1 (stereo unspecified) | -16.9% | -13.0%
COc1cc(Nc2cccc(-c3ccccc3)n2)cc(OC)c1OC | -22.8% | -1.1%
COc1cccc(-c2cnc(C(O)c3ccc(Cl)cc3C)[nH]2)c1 (stereo unspecified) | -3.2% | -0.7%
N=C(N)c1ccc(-c2ccc(-c3ccc(C(=N)N)cc3)o2)cc1 | -2.0% | -4.0%
COc1ccc(Br)cc1C1C2C=CCCC2(C)C(=O)N1Cc1ccccc1 (stereo unspecified) | 1.8% | -2.5%
CCCNC(=O)C1(C)CCN(C(=O)Cc2ccc(OC)c(OC)c2)C1 (stereo unspecified) | -0.8% | -4.8%
COc1ccc(CNC(=O)c2ccc(-c3ccc(F)c(F)c3)c3ccoc23)cc1OC | 2.0% | -3.8%
Cc1noc(C)c1S(=O)(=O)NC(=O)C1(C)CCN1C(=O)c1ccc(C2CCCCC2)cc1 (stereo unspecified) | -3.4% | -2.1%
COc1ccc(-c2csc(C(O)c3ccc(F)c(F)c3)n2)cc1 (stereo unspecified) | -11.2% | 0.3%
CCOC(=O)C1=CCN(S(=O)(=O)c2ccc(C)cc2)C1c1ccc(C(C)C)cc1 (stereo unspecified) | -1.0% | 0.0%

A run of entries from further up, as a working copy:
SMILES | Vif-APOBEC3G blk | GRP78 ERSR act
Cc1cccc(-c2cccc3nccn23)c1 | 2.0% | -0.1%
CCCS(=O)(=O)NC(=O)C1(C)CCN(C(=O)c2ccc(OC(F)F)cc2)C1 (stereo unspecified) | -3.5% | -2.5%

Compound profiles, as listed above:
Cc1cccc(-c2cccc3nccn23)c1 is entered as Vif-APOBEC3G blk: 2.0%; GRP78 ERSR act: -0.1%
O=C(Nc1ccccc1)c1cc(C2CCCN(C(=O)c3ccccc3)C2)on1 (stereo unspecified) is entered as Vif-APOBEC3G blk: 1.7%; GRP78 ERSR act: 0.5%

Carrying on.
SMILES | Vif-APOBEC3G blk | GRP78 ERSR act
C=Cc1ccc(Cn2c(C)c(C(=O)NCc3ccc4c(c3)OCCO4)sc2=O)cc1 | 1.1% | -2.5%
CCOC(=O)C1(C)CCCCCN1C(=O)c1ccc(N(C)C)cc1 (stereo unspecified) | -0.6% | 1.5%
COc1ccc(C2C=C3CN(C(=O)OC(C)(C)C)S(=O)(=O)C3CC2OC(=O)c2cccc(C)c2)cc1 (stereo unspecified) | 2.5% | -4.3%
COc1ccc(C2/C=C\CN(C(=O)C3CC3)C(Cc3ccccc3)C(=O)N2Cc2ccc(F)cc2)cc1 (stereo unspecified) | -4.3% | 0.9%
